Bioassay records: PubChem, National Center for Advancing Translational Sciences (NCATS)
AT treatment: candidate therapy for ataxia-telangiectasia; Potency, µM (titrated, usually from 57.5 µM), for the others: top-dose activation, usual class: activators; […] A-T fibroblasts, KAP-1 phosphorylation AlphaLISA; neocarzinostatin DNA damage 30 min before lysis; actives 0.19% (n = 320,000); note: potency is the fitted concentration of half-maximal effect; % of control where 0% means no effect; nearly all actives have a fitted effect of over 45% in size
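ATM-like activity read as KAP-1 phosphorylation via AlphaLISA donor/acceptor antibody pairs after lysis and 6 hr at 25C. Cells were ATM-null patient fibroblasts ([…], hTERT), dosed 60 min, then exposed to the DSB inducer NCS for 30 min.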
PTAP TSG101 blk: blocks PTAP/TSG101 interaction to inhibit HIV-1 budding; Q99816; Fluorescence polarization, FITC-PTAP peptide / Tsg101 binding; Potency, µM (highest dose often 115 µM), without a hit: at the highest dose activity change, negative = inhibition, hits mostly inhibitors; 340,000 tested, under 10 active; AID 493005; active = well fitted inhibition curve with a large enough effect in the main read-out, with a control signal flat, not every such curve was filed as active; inconclusive = small, poorly fitted or top-dose-only effect, or effect the other way, or a change in a side signal; inactive = no such curve, though single readings can be large or run the other way; note: potency is the fitted concentration of half-maximal effect; % of control where 0% means no effect
Target sequence (Q99816 whole entry, looked up): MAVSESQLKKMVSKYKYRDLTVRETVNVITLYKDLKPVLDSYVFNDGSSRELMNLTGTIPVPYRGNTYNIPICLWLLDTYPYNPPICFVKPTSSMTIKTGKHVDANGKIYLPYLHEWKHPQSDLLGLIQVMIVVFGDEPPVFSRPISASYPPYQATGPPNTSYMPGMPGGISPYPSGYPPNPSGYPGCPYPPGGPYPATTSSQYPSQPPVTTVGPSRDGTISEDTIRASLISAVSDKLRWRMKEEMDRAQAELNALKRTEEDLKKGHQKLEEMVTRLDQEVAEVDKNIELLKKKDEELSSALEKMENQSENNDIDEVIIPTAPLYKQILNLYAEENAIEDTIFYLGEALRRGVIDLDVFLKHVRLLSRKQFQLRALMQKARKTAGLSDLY
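FP read-out: FITC-PTAP peptide, 50 nM final, binding Tsg101 binding domain, 10 uM final; 20 min, r.t.; 10 mM HEPES pH 7.5, 0.15 M NaCl, 0.01% Tween 20, 3 mM EDTA, 0.1 mM TCEP.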
Mito fusion yeast: inhibitors of mitochondrial division or activators of mitochondrial fusion; AID 485298; actives 0.23% (n = 320,000); S. cerevisiae fusion-defective mutant growth rescue, CellTiterGlo 48 h; Potency, µM (doses to about 46.1 µM), without a hit: top-dose growth rescue (activation), usual class: activators;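 note: potency is the fitted concentration of half-maximal effect; % of control where 0% means no effect; nearly all actives have a fitted effect of over 45% in size; temperature-sensitive fusion mutants such as fzo1-1 at 37 °C on non-fermentable ethanol glycerol medium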
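Compounds are tested for their ability to restore growth of mitochondrial fusion-defective yeast strains at non-permissive 37C in YPEG medium over 48 hours. Viability is quantified by luciferase luminescence.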
TSHR antagonist: antagonists of human thyroid stimulating hormone receptor; P16473; TSHR-expressing cells, TSH-stimulated cAMP HTRF, 2 h; active compounds read low; activity change, negative = inhibition, % at 11.5 µM; actives 0.2% (n = 330,000);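 active = activity change below a set negative limit, meaning inhibition stronger than a set level, cut at about -70% in these data; inconclusive = activity change between two set negative limits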; note: % is set by controls: 0 for no effect and ±100 for the full control effect
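Antagonism was scored as loss of TSH-driven cAMP in TSHR cells, stimulated with 4nM TSH (EC80) for 2 hours at 37 deg C and detected by homogeneous HTRF competition immunoassay.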
MBNL1 CUG block: inhibitors of human MBNL1 binding to CUG repeat RNA; Potency, µM (titrated, usually from 57.5 µM), inactives show at the highest dose activity change, negative = inhibition, hits mostly inhibitors; TR-FRET MBNL1-His/biotin-(CUG)12 binding, 665/545 ratio; actives 0.036% (n = 280,000); AID 2675; Q9NR56; active = well fitted inhibition curve with a large enough effect in the signal ratio, with a control signal flat, not every such curve was filed as active; inconclusive = small, poorly fitted or top-dose-only effect, or effect the other way, or a change in a side signal; inactive = no such curve, though single readings can be large or run the other way; the % refers to the signal ratio; note: potency is the fitted concentration of half-maximal effect; % is set by controls: 0 for no effect and ±100 for the full control effect
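Inhibition of protein-RNA binding appears as loss of TR-FRET between terbium anti-His antibody on MBNL1-His and streptavidin-XL665 on biotin-(CUG)12. Activity is normalized to buffer-only and uninhibited-complex controls.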
TCR act: activates T cell receptor signaling; primary human leukocytes, anti-CD3, IL-2 HTRF, 48 h; Potency, µM (highest dose often 9.22 µM), for inactives: top-dose activation of IL-2 secretion, actives largely listed as activators; 330,000 tested, under 10 active; AID 504894; note: % of control where 0% means no effect
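Using a-CD3 beads without co-stimulation, primary human leukocytes were exposed to compounds for 48 hr. An HTRF IL-2 kit measured the cytokine, with europium-to-d2 energy transfer producing emission at 665nm upon 320nm excitation.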
S-ASM inh: inhibitors of human secretory acid sphingomyelinase; placental ASM, HMU-PC fluorogenic substrate, 60 min; Potency, µM (top dose mostly 57.5 µM), for inactives: at the top dose activity change, negative = inhibition, most hits filed as inhibitors; actives 0.006% (n = 340,000); AID 504937; note: potency is the fitted concentration of half-maximal effect
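Fluorogenic HMU-PC substrate (9 uM final) is turned over by placental ASM in 60 min at 37 C after a 10 min compound preincubation. Reaction ended by alkaline stop (pH 10), with fluorescence read at 386/447 nm.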
MLL CXXC-DNA inh: inhibitors of human MLL CXXC domain-DNA interaction; MLL-CXXC / FITC-HOXA9 DNA fluorescence polarization; AID 2662; actives 0.037% (n = 290,000); Potency, µM (titrated, usually from 115 µM), for inactives: at the top dose activity change, negative = inhibition, actives largely listed as inhibitors; active = well fitted inhibition curve with a large enough effect in the polarisation, with a control signal flat, not every such curve was filed as active; inconclusive = small, poorly fitted or top-dose-only effect, or effect the other way, or a change in a side signal; inactive = no such curve, though single readings can be large or run the other way; the % refers to the polarisation; note: potency is the fitted concentration of half-maximal effect
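Fluorescence polarization: 7 uM MLL-CXXC (stock) preincubated 5 min with compounds, then 50 nM fluorescein-HOX-A9 DNA (stock) added; 30 min ambient. Buffer 50 mM Tris-HCl pH 7.5, 50 mM NaCl, 1 mM DTT, 0.05% BSA.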
a7 integrin act: integrin-mediated muscular dystrophy alleviation activation. alpha7betagal myoblasts, beta-gal FDG fluorescence, 48 h. Potency, µM (highest dose often 38.3 µM), for inactives: at the top dose activation, actives largely listed as activators. actives 0.064% (n = 350,000). AID 624291;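 note: potency is the fitted concentration of half-maximal effect; 100% = response of the positive control SU9516; nearly all actives have a fitted effect of over 60% in size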
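Alpha7betagal+/- myoblasts (passage 13) were plated 16-24 hr, then exposed to compounds (1:260 dilution of DMSO stock) for 48 hours at 37C. After MPER lysis, β-galactosidase reporter activity was read as FDG fluorescence (ex 480/em 540) after 30 minutes.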
Menin MLL FP TR: inhibitors of human menin-MLL interaction, mutant MLL peptide; AID 1768; Menin + Texas Red MLL mutant peptide, fluorescence polarization; O00255; Potency, µM (doses to about 61.6 µM), for the others: at the top dose FP activity change, negative = inhibition, hits mostly inhibitors; actives 0.23% (n = 270,000); active = well fitted inhibition curve with a large enough effect in the polarisation, with a control signal flat, not every such curve was filed as active; inconclusive = small, poorly fitted or top-dose-only effect, or effect the other way, or a change in a side signal; inactive = no such curve, though single readings can be large or run the other way; the % refers to the polarisation; note: potency is the fitted concentration of half-maximal effect; % of control where 0% means no effect; many of its hits are not listed in these tables
Target sequence (O00255 whole entry, looked up): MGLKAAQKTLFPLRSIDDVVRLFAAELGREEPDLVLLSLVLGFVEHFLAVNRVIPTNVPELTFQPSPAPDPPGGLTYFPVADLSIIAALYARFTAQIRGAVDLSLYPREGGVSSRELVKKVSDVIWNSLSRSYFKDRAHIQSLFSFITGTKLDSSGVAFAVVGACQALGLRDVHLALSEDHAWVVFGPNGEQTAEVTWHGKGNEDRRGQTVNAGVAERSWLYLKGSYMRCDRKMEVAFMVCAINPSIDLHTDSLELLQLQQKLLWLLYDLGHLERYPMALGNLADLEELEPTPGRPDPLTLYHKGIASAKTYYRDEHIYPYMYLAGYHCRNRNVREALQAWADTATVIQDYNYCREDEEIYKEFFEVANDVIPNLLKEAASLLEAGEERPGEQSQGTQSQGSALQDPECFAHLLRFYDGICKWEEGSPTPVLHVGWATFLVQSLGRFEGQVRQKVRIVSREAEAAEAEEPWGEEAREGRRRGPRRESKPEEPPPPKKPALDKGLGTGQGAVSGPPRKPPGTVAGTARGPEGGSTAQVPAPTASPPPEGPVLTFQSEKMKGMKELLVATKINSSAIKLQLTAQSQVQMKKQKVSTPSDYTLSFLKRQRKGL
Active calls of the source: *; ? = inconclusive; nt = not tested or not shown; [ ] = another dose, or the depositor's remark. Unless noted, calls come from the whole dose curve; as a rule, active = well fitted curve in the direction sought with a large enough effect; inconclusive = small, poorly fitted or top-dose-only effect, or another doubt; inactive = no such curve, though single readings can be large; an effect the other way counts as inactive or inconclusive. An excerpt (hit frequency here may not be typical).

| molecule | AT treatment | PTAP TSG101 blk | Mito fusion yeast | TSHR antagonist | MBNL1 CUG block | TCR act | S-ASM inh | MLL CXXC-DNA inh | a7 integrin act | Menin MLL FP TR |
| --- | --- | --- | --- | --- | --- | --- | --- | --- | --- | --- |
| CC1(c2nnc(Cc3ccccc3)o2)CC(c2cccnc2)=NO1 (centres undefined) | nt | 0% | nt | nt | nt | 0% | 1% | nt | 13% | nt |
| NC(=O)C1CCN(C(=O)CCNS(=O)(=O)c2cc(Br)cnc2N)CC1 | -2% | -3% | -2% | 3 | 7% | 0% | 2% | 0% | 7% | 12% |
| Cc1cccc(NC2=Nc3ccccc3N3C2=Nc2c(c(C)nn2-c2ccccc2)C3c2ccc(O)c(O)c2)c1 (centres undefined) | 0% | -7% | 16% | -2 | 5% | 0% | 80%[activator] | 12% | -59% | ? |
| COc1ccc(Br)cc1C1N2CC3(C)CN1CC(C)(C2)C3=O (centres undefined) | nt | -6% | -1% | 13 | ? | 3% | 1% | 8% | -7% | ? |
| Cc1ccccc1C(=O)N1CCN(c2ccc([N+](=O)[O-])c(NCc3ccco3)c2)CC1 | -24% | -2% | 5% | -2 | ? | -1% | -25% | -4% | -2% | ? |
| O=C(NCc1cccs1)C1CCN(c2nc3ccccc3o2)CC1 | 1% | -1% | 11% | 1 | -1% | 14% | -6% | -1% | -14% | -18% |
| O=C(CSc1nnc(-c2ccc(O)cc2)o1)Nc1ccccc1 | -1% | -8% | -7% | -1 | -8% | 0% | -1% | 3% | -10% | 17% |
| O=C(Nc1cccc(Cl)c1)c1ccccc1 | -1% | -5% | 6% | -7 | nt | -3% | -7% | nt | 18% | nt |
| CCOCCc1nnc(NC(=O)C2CCN(C(=O)c3ccco3)CC2)s1 | -6% | 1% | 0% | -5 | 0% | 3% | 2% | ? | 0% | -18% |
| COc1ccc(CNC(=O)C(OC(=O)c2cccs2)C(C)C)cc1 (centres undefined) | 1% | 2% | -11% | -12 | 1% | -52% | -2% | 1% | ? | 4% |
| Cc1cc(C(=O)OCC(=O)c2c(N)n(C)c(=O)n(C)c2=O)c(C)n1-c1ccccc1 | -4% | 5% | 0% | 7 | -2% | 6% | 2% | 25% | -11% | 10% |
| Fc1ccc2nc(N3CCCCC3)sc2c1 | 8% | -6% | -2% | -1 | 3% | 5% | 5% | -2% | -13% | 0% |
| CNNC(=S)Nc1ccc(Cl)cc1 | 0% | -5% | -6% | -5 | nt | 10% | 1% | -1% | 7% | nt |
| CCCCCCCCS(=O)C1CS(=O)(=O)CC1O (centres undefined) | 2% | 2% | -5% | -6 | 1% | -3% | -8% | -2% | 8% | nt |
| O=S(=O)(/N=C(/Nc1nc2ccccc2s1)c1ccccc1)c1ccc(F)cc1 | 1% | 0% | 13% | 7 | nt | -50% | -3% | nt | 14% | nt |
| Clc1ccc(/C=N/N2CCN(Cc3ccccc3Cl)CC2)cc1 | -8% | -2% | 1% | 4 | -5% | 2% | -2% | 4% | -32% | 9% |
| CCCCNCC(=O)Nc1ccc(NC(=O)CNCCCC)cc1 | -1% | -6% | -1% | -1 | 5% | 6% | 5% | 7% | -36% | -28% |
| Cc1ccc(N2CC(O)(c3cccs3)[N+]3=C2CCCC3)cc1 (centres undefined) | 0% | -2% | 8% | 3 | nt | -2% | 2% | -1% | -43% | -8% |
| CC(C)(C)Nc1nc(NCc2cccnc2)nc(N2CCOCC2)n1 | nt | -5% | -3% | -6 | 2% | 0%[46.1 µM] | 7% | 1% | 9% | -2% |
| CCOc1ccc(-c2c(=O)n(OCc3ccccc3Br)c3ccccc3[n+]2[O-])c(OCC)c1 | 0% | -5% | -4% | -10 | 19% | -4% | -1% | 0% | 1% | -5% |
| COc1cccc(CNC(=O)CNS(=O)(=O)c2ccc(Br)s2)c1 | 8% | 0% | 5% | 37 | -8% | 4% | -2% | -3% | 7% | -3% |
| COc1ccccc1N1CCN(C(=O)NCc2cccc(C(F)(F)F)c2)CC1 | 3% | -3% | -4% | -5 | -1% | 3% | 1% | -2% | -10% | -20% |
| COc1ccc(Cl)cc1NC(=O)C/C(C)=N/NC(=O)COc1ccc(C)cc1 | 3% | -6% | -1% | -5 | 4% | 1% | -4% | 4% | -12% | nt |
| CC(C)NC(=O)CSc1nnc(-c2ccc3ncccc3c2)n1C | -5% | -4% | 3% | -2 | -3% | -1% | 5% | -6% | -1% | nt |
| Cc1cccc(N(CC(N)=O)S(C)(=O)=O)c1C | 1% | -8% | -6% | 4 | 5% | nt | -2% | 12% | -2% | -4% |
| Cc1ccc(Sc2ccc(NC(=O)CCl)cc2)c(C)c1 | nt | -9% | 13% | -18 | -11% | 11%[46.1 µM] | -7% | 4% | -51%[inhibitor] | 6% |
| C[C@]12c3[nH]c4cc(-c5ccco5)ccc4c3CCN1C(=O)[C@@H](CC(=O)NCCc1ccccn1)C[C@@H]2C(=O)N1CCOCC1 | -10% | 0% | nt | 5 | nt | -7%[46.1 µM] | 20% | nt | -5% | nt |
| CC(=O)Nc1ccc(S(=O)(=O)Oc2cccc(N3C(=O)C4CC=CCC4C3=O)c2)cc1 (centres undefined) | 2% | -1% | 1% | -1 | 6% | 2% | 0% | -1% | 7% | 18% |
| O=C(CSC(=S)N1CCOCC1)Nc1ncc2c(n1)CCCC2=O | 4% | -7% | -2% | -1 | -9% | -3% | -1% | 1% | -15% | nt |
| O=C(CSc1nnc(-c2ccncc2)o1)Nc1ccccc1Cl | 5% | -3% | -5% | 3 | 1% | -8% | 3% | 0% | -6% | -2% |
| O=C(CSc1ccc(Cl)cc1)NCC1CCCO1 (centres undefined) | 3% | -1% | -2% | 4 | -14% | 1% | 2% | -10% | -9% | -2% |
| COc1ccc(CNc2cc(C)ccc2C)c(OC)c1OC | 12% | -10% | 11% | 6 | 1% | -1% | 1% | 0% | 18%[7.66 µM] | -12% |
| CC(=O)c1cccc(OCC(=O)Nc2ccccc2N2CCOCC2)c1 | 4% | -2% | 9% | -11 | nt | -4% | 0% | nt | -8% | nt |
| N#Cc1ccccc1NC(=O)CSc1n[nH]c(-c2ccco2)n1 | 0% | -3% | 1% | 5 | -3% | 14% | -1% | 1% | -33% | 0% |
| COc1cccc(OCc2nnc(SCC(=O)NCc3ccco3)n2C)c1 | -6% | 0% | 4% | -5 | 17% | 6% | 4% | 2% | 9% | 13% |
| Cc1nc(C)c(C(=O)N/N=C/c2ccco2)s1 | 5% | 1% | 12% | 0 | ? | 0% | -1% | 2% | 16% | -6% |
| O=C(NCC(=O)N(c1ccc(F)cc1)C(C(=O)NCC1CCCO1)c1ccccc1)c1ccco1 (centres undefined) | 2% | -2% | -1% | -10 | 3% | -1% | -1% | -1% | -2% | -5% |
| CN1CCN(C(=O)c2cc3c(n(-c4ccccc4)c2=O)CC(C)(C)CC3=O)CC1 | 0% | 0% | -2% | 5 | 0% | 2% | 1% | 0% | 14% | -2% |
| CCOC(=O)N1CCN(C(=O)C2CCCN(c3ncnc4c3nc3n4CCCCC3)C2)CC1 (centres undefined) | 5% | -5% | -1% | -10 | -3% | 3% | 1% | 16% | -23% | -10% |
| CCC(OC(=O)C(CC(C)C)NC(=O)c1ccccc1)C(=O)Nc1nnc(C)s1 (centres undefined) | -2% | -3% | -11% | 7 | nt | 4% | -3% | nt | nt | nt |
| FC(F)Oc1ccccc1/C=N/Nc1nc2ccccc2o1 | -6% | -4% | -6% | 22 | -4% | 6% | 0% | 22% | -3% | -22% |
| CCOC(=O)Cn1c(-c2nonc2NC(=O)c2ccccc2F)nc2ccccc21 | nt | -5% | 2% | 8 | -1% | 1% | -4% | 6% | 28% | -2% |
| CCOc1ccc(NC(=O)CN(C)C(=O)CSc2ccccc2)cc1OCC | 5% | -2% | -3% | 3 | nt | 7% | 1% | nt | -4% | nt |
| Nc1nnnn1CC(=O)OCc1cccc(Br)c1 | 2% | -7% | 1% | 17 | 3% | -3% | -1% | -6% | -9% | 5% |
| Cc1ccc(C(=O)N2CCC(C)CC2)cc1S(=O)(=O)N1CCCCC1 | 2% | -2% | 3% | 10 | -2% | 3% | nt | ? | 5% | -6% |
| O=C(NCCc1ccccc1)c1cnc2sccn2c1=O | 3% | -6% | 0% | 6 | -3% | 0%[46.1 µM] | 2% | -6% | 4% | -11% |
| Cc1ccc(C)n1-c1ncc(Br)cn1 | 1% | 1% | -2% | -1 | -4% | nt | 6% | -20% | 2% | -23% |
